mABHD4 FP = inhibitors of mouse ABHD4. inhibition, % at 8.92 µM. 370,000 compounds, 0.54% hits. AID 720543. Q8VD66. purified mABHD4, FP-Rh probe fluorescence polarization;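 active = inhibition exceeding the mean over every tested compound plus 3 SD, cut at about 30% in these data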;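 note: 0% = plate median of compound wells and 100% = S159A mutant with DMSO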
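Assay system: wild-type mouse ABHD4 protein; compound: single nominal dose of 8.92 µM, 0.89% DMSO final; schedule: 45 min + 60 min at 25 °C; measured by: FP readout, ex 525 nm / em 598 nm; evaluation: % inhibition of FP-Rh probe binding versus controls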
SIAE inh = blocks human sialic acid acetylesterase | Q9HAT2 | SIAE FP-Rh probe binding, fluorescence polarization | inhibition, % at 9.66 µM | 370,000 compounds, 0.69% hits;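 active = inhibition above a cutoff: mean of compounds within the control limits plus 3 SD of those, cut at about 17% in these data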;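 note: 0% = plate median of compound wells and 100% = probe without SIAE protein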
HTRA1 inhibitor = blocks human HTRA1 serine peptidase | recombinant HTRA1, FP-rhodamine activity-based probe, fluorescence polarization | inhibition, % at 5.96 µM | 340,000 compounds, 0.5% hits | AID 504803; in the data active = inhibition above about 36%;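 note: 0% = enzyme with DMSO and 100% = wells lacking enzyme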
MBD2 inh = MBD2-methylated oligo binding inhibition | Q9UBB5 | TR-FRET, MBD2 binding to methylated oligonucleotide | inhibition, % at 4.4 µM | 370,000 compounds, 0.31% hits | AID 686964; in the data active = inhibition above about 13%
TCR-CD3 inh = human TCR-CD3 binding inhibition. TAMRA-labeled TCR probe fluorescence, biochemical. 360,000 compounds, 0.37% hits. AID 651800. inhibition, % at 9.4 µM; in the data active = inhibition above about 19%;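 note: recombinant mutant TCR 2C K166C tagged with TAMRA read by polarization; 0% = receptor in buffer alone and 100% = receptor with positive control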
GC-B act = GC-B (human) receptor activation. P20594. HEK293-GC-B cells, CNP EC30, cGMP TR-FRET; 0% at EC30 CNP, 100% saturating CNP. activation, % at 10 µM. 370,000 compounds, 0.11% hits. AID 1920062;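 active = activation at 10 µM reaching about 35% in either raw or pattern-adjusted values, limit read from the data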
rCAG RNA binder = molecules binding r(CAG) RNA repeats; 370,000 compounds, 1.3% hits; inhibition, % at 3 µM; r(CAG) RNA repeat, TO-PRO-1 dye displacement fluorescence;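 active = inhibition above the plate cutoff, the mean of all test compounds on that plate plus 3 SD, cut at about 35% in these data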;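 note: 0% = DMSO alone and 100% = 100 µM mitoxantrone as full dye displacement; higher means more dye released from RNA so lower well fluorescence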
TDP2 absorb = blocks human TDP2 phosphodiesterase activity | 370,000 compounds, 0.34% hits | AID 720702 | inhibition, % at 12.8 µM | recombinant TDP2, T5PNP hydrolysis, p-nitrophenol absorbance 415 nm | O95551;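 active = inhibition above the mean of all tested compounds plus 3 SD, set per campaign, cut at about 25% in these data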;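 note: 0% = DMSO with enzyme and 100% = buffer with substrate but no TDP2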
Target sequence (O95551 whole entry, looked up): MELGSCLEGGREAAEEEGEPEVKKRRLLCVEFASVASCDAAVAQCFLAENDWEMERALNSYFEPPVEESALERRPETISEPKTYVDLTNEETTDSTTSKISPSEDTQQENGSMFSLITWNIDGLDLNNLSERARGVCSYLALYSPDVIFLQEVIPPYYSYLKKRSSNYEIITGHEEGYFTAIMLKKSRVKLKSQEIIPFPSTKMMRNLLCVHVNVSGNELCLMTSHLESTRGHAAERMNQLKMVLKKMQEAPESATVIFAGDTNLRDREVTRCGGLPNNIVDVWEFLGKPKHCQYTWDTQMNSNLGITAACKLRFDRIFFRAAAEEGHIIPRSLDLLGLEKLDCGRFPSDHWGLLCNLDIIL
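Incubation: 2 h at 37 °C; Test system: recombinant human TDP2; Quantity: enzyme 120 nM; Read-out basis: percent inhibition; Medium: 50 mM Tris-HCl pH 7.5 with Mg2+, KCl, DTT, BSA; Repeats: single replicate; Compound: 12.8 µM single point, 1% DMSO; Signal: epi absorbance; Reagent: 5 mM T5PNP chromogenic substrate; Benchmarks: no-enzyme high, DMSO-plus-enzyme low.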
PRMT1 inh = inhibitors of human PRMT1 | inhibition, % at 2.79 µM | 370,000 compounds, 1.3% hits | Q99873 | recombinant PRMT1, activity-based probe fluorescence polarization;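 active = inhibition above about 21% made by adding two undisclosed values, limit read from the data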
LEDGF integ inh = blocks HIV-1 LEDGF/p75-dependent DNA integration. TR-FRET IN-LEDGF/p75 DNA integration, Eu/Cy5. inhibition, % at 3.7 µM. 370,000 compounds, 0.64% hits. AID 743269;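 active = inhibition above the screen-wide mean plus 3 SD, cut at about 13% in these data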;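 note: signal is the Cy5 over europium emission ratio at 671 and 618 nm; 0% = plate median of compound wells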
Numbers without * were called inactive; x = not tested or not shown. Some of the compounds tested (hit frequency here may not be typical).

Structure,mABHD4 FP,SIAE inh,HTRA1 inhibitor,MBD2 inh,TCR-CD3 inh,GC-B act,rCAG RNA binder,TDP2 absorb,PRMT1 inh,LEDGF integ inh
C/C=C/c1ccc(OCC(=O)NCc2ccccc2OC)c(OC)c1,-2,4,-10,2,-2,-1,-4,-1,3,0
Nc1ccn([C@@H]2O[C@H](COS(=O)(=O)O)[C@@H](O)[C@H]2O)c(=O)n1,10,5,-3,7,-3,3,-1,8,1,-3
Cc1cc(C(=O)N/N=C/C=C/c2ccc([N+](=O)[O-])cc2)n[nH]1,3,-2,-2,-4,-9,-6,3,7,2,-2
COc1ccc2c(c1)c1ncn(CCN3CCCCC3)c(=O)c1n2C,-3,0,7,8,-11,6,4,6,-2,4
O=C1c2cccc3c(N4CCCCC4)ccc(c23)C(=O)N1c1ccccc1O,-22,-16,-33,-2,0,5,-33,-5,19,-16
C(=C\c1ccccn1)/c1ccncc1,5,-1,2,1,0,-3,-1,10,2,-3
CN(C)C(=O)c1cccn(Cc2cccc(C(F)(F)F)c2)c1=O,3,-1,5,-3,4,3,-5,-13,-1,2
O=C(CCNC(=O)c1ccc(Cl)cc1)NC1CCCCCC1,-5,3,1,4,3,-4,-1,5,2,-5
CC(=O)N1CCC(C(=O)NCCOc2ccc(C)cc2)CC1,2,4,1,-5,7,2,-1,15,5,2
CCOC(=O)C(Cc1ccc(O)cc1)NC(=O)c1cc2c(cn1)[nH]c1ccccc12 (centres undefined),-29,-13,x,-1,2,0,12,3,2,-1
CCOc1ccc(/C(O)=C2/C(=O)C(=O)N(c3ccccn3)C2c2ccc(F)cc2)c(C)c1 (centres undefined),5,-4,9,3,-4,-3,12,-8,-1,0
Cc1cc(C)nc(SCCC(=O)Nc2ccccc2Cl)n1,-3,-3,0,-2,-2,9,-3,1,-1,-3
CC(C)(C)OC(=O)N[C@@H](Cc1ccccc1)C(=O)NCC1CCC(C(=O)N[C@@H](CCC(N)=O)C(=O)O)CC1 (some centres undefined),1,0,-4,5,8,5,2,3,1,0
CNc1nc(N)c([N+](=O)[O-])c(Nc2ccccc2OC)n1,5,-9,-5,-5,-3,-2,7,-2,6,-1
O=C(NNC(=O)C1CC1)Nc1ccc(Cl)cc1,3,-5,1,2,-11,-1,-2,-6,-2,3
COC(=O)[C@]12C[C@H](CC(=O)NCCCCc3ccccc3)C(=O)N(Cc3ccc(Cl)cc3Cl)C1=C[C@H](C(C)C)O[C@@H]2C1CC1,-2,2,x,-6,x,-1,9,0,3,6
CC1=C(C(=O)O)CC(S(=O)(=O)O)C1(C)C (centres undefined),-1,-2,4,5,5,3,3,-2,-3,-1
CCCCCN(C(=O)CCC(=O)OCC(=O)N(C)c1ccccc1)c1c(N)n(CCCC)c(=O)[nH]c1=O,1,-4,3,5,6,5,-8,-14,-3,3
CC(Nc1nc(-c2cccnc2)nc2ccccc12)c1ccccc1 (centres undefined),-22,-2,-47,-4,5,14,5,-9,0,-1
O=C(NC(=S)N1CCN(c2ccccn2)CC1)c1ccccc1,3,-2,-4,4,-2,-5,-1,13,3,-3
COCCNc1ncnc2c1ncn2[C@H]1CN(Cc2ccc(F)cc2)C[C@@H](CO)O1,1,11,x,2,-5,-4,-1,-4,10,0
COc1cccc(NC(=S)N2CCN(c3ccccn3)CC2)c1,-1,3,-1,-3,5,2,-1,5,-2,-2
Cc1ccc(S(=O)(=O)Nc2ccc(C(=O)NCCCn3ccnc3)cc2)cc1[N+](=O)[O-],3,5,-3,3,0,-5,6,-16,-1,-8
CC1(C)CC(=O)C(C=NC2CC(C)(C)NC(C)(C)C2)=C(O)C1,3,-1,1,-6,8,12,1,-3,-5,2
